DUSP3 inh: blocks the human dual specificity phosphatase VHR1; P51452; recombinant VHR phosphatase, colorimetric substrate read-out; inhibition, % at 20 µM; 50,000 tested, 0.7% active; AID 1992; in the data active = inhibition above about 60%; note: some results filed as inactive read as strong as hits
Target sequence (P51452 whole entry, looked up): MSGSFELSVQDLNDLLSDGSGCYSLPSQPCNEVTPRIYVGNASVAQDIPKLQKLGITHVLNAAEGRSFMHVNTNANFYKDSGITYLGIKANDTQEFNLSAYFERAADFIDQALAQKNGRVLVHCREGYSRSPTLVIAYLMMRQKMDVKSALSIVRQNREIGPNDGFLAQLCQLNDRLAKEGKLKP
* hit, by the source's call.

SMILES	DUSP3 inh
COc1ccccc1CNC1C2CC3CC(C2)CC1C3 (centres undefined)	-4.2
COc1ccc(NC(=O)CN(c2cccc(Cl)c2)S(C)(=O)=O)cc1	-18.8
CCC(C)c1ccc(OCC(=O)Nc2ccc3c(c2)C(=O)N(c2cccc(C)c2C)C3=O)cc1 (centres undefined)	35.8
COc1cc(NC(=O)CCCOc2ccccc2)c(OC)cc1Cl	-8.3
CC(=O)N(C)c1ccc(NC(=O)c2ccc(F)cc2)cc1	-1.1
O=C(Cc1ccccc1)NN=C1c2ccccc2-c2ccccc21	-3.0
COC(=O)C1=C(C)NC(=O)CC1c1cc([N+](=O)[O-])ccc1Cl (centres undefined)	-6.5
COc1cc(NC(=O)c2cccnc2)ccc1NC(=O)c1ccco1	3.5
Cc1cccc(/C=N/N2CCN(Cc3ccccc3Cl)CC2)c1	-10.3
CN1CCc2c(sc(N)c2C(=O)OC(C)(C)C)C1	-0.6
Cc1ccccc1NC(=O)c1ccc(C)c(S(=O)(=O)Nc2cccc([N+](=O)[O-])c2)c1	17.5
O=C(c1ccncc1)N1CCN(Cc2cccc(Oc3ccccc3)c2)CC1	3.1
CC(C)c1nc2c(c3c1[nH]c1ccccc13)C(=O)CC(C)(C)C2	-1.6
O=C(Cn1c2ccccc2c(=O)c2ccccc21)N/N=C/c1cc([N+](=O)[O-])ccc1N1CCCCC1	-12.4
COc1cccc(C2C(C(=O)OCCc3ccccc3)=C(C)NC3=C2C(=O)CC(C)(C)C3)c1 (centres undefined)	-10.5
O=c1oc(-c2ccccc2)nc2sc3c(c12)CCCC3	-12.5
CCN(C(=O)c1ccc(OC)cc1)c1ccccc1	-2.4
CCCCN(CC)c1cnn(-c2ccccc2)c(=O)c1N	2.5
O=C(Nc1ccccc1C(=O)O)c1ccc(N2C(=O)C3C4C=CC(C4)C3C2=O)cc1 (centres undefined)	2.6
Cc1occc1C(=O)N/N=C/c1ccc(Cl)cc1	4.5
COc1cc(OC)cc(C(=O)N2CCN(c3ccccc3)CC2)c1	-34.3
O=C(Nc1ccc(NS(=O)(=O)c2cccc(S(=O)(=O)c3ccccc3)c2)cc1)c1ccccc1	-13.7
COC(=O)C1=C(C)NC2=C(C(=O)CCC2)C1c1ccc(OCc2ccc([N+](=O)[O-])cc2)c(OC)c1 (centres undefined)	3.7
Cc1nc2ccccc2n1Cc1ccc(Br)cc1	-29.2
COC(=O)c1ccc(N2C(=O)CC(N3CCN(c4ccc(Cl)cc4)CC3)C2=O)cc1 (centres undefined)	-3.6
CCc1cc(C(=O)N/N=C/c2ccccc2)c2ccccc2n1	-17.4
Cc1ccc(CN2CCN(N=Cc3c(O)ccc4ccccc34)CC2)c(C)c1	7.4
O=S(=O)(NCc1ccccc1Cl)c1ccccc1	-1.1
O=C(Nc1ccc(Cl)cn1)C12CC3CC(CC(C3)C1)C2	-17.6
FC(F)(F)c1ccccc1CN1CCN(Cc2ccco2)CC1	0.3
NC(=O)CCC(NC(=O)C(c1ccccc1)c1ccccc1)C(=O)O (centres undefined)	-14.8
CCOc1cccc(C(=O)Nc2ccc(NC(=O)c3cccc(C)c3)cc2)c1	-28.5
CCCCSc1nnc(NC(=O)Cn2c[n+]([N-][N+](=O)[O-])cn2)s1	-22.7
CCOC(=O)C1=C(c2ccccc2)NC(=S)NC1c1ccc(OC)cc1 (centres undefined)	-26.6
CC(C)(C)c1ccc(OCCOc2ccc(/C=N/N3C(=O)CSC3=S)cc2)cc1	5.5
Nc1ccc(Oc2ccc(N)cc2)cc1	10.0
Oc1cccc(C=Nc2ccccc2)c1O	6.5
COCCNC(=O)CN(c1cccc(Br)c1)S(=O)(=O)c1ccccc1	-9.0
Cc1cccc(OCC(=O)Nc2ccccc2[N+](=O)[O-])c1C	-11.9
CCN(CC)c1ccc(N2C(=O)/C(=C/c3cccc([N+](=O)[O-])c3)SC2=S)cc1	4.3
CCOC(=O)c1ccc(N2C(=O)C3C(c4ccc(C)cc4)OC4(C(=O)c5ccccc5C4=O)C3C2=O)cc1 (centres undefined)	-6.9
O=C(CN1C(=O)c2ccc([N+](=O)[O-])cc2C1=O)Nc1ccccc1C(=O)O	16.2
O=C(c1ccccc1)N1CCN(C(=O)c2nn3c(C(F)(F)F)cc(-c4cccs4)nc3c2Br)CC1	-14.7
COP(=S)(OC)SCN1C(=O)c2ccccc2C1=O	12.8
CC(C)Oc1ccc(C2Nc3ccccc3NC3=C2C(=O)CC(C)(C)C3)cc1 (centres undefined)	22.2
COc1ccc(/C=C(\NC(=O)c2ccccc2)C(=O)NCC(C)C)cc1OC	7.4
Cc1ccc(-c2cc(C(=O)N/N=C/c3c(Cl)cccc3Cl)[nH]n2)cc1	-1.0
O=C(Nc1ccc2c(c1)oc1ccccc12)c1cccs1	4.2
CCOc1ccc(N=CC2=C(O)CC(c3ccccc3)CC2=O)cc1 (centres undefined)	-6.4
CCn1c(SCC(=O)c2ccc(Cl)cc2)nc2sc3c(c2c1=O)CCCC3	-30.7
Cc1cc(C)c(S(=O)(=O)N(C)Cc2ccccc2)c(C)c1	-15.2
COC(=O)c1ccc(/C=C2\SC(=S)N(c3ccc(F)cc3)C2=O)cc1	-3.5
O=C(COc1ccc2ccccc2c1)Nc1cccc(Br)c1	3.5
COC(=O)c1c(NC(=O)c2cccnc2)sc2c1C(C(=O)OC)CC2 (centres undefined)	-0.4
O=C(/C=C/c1ccccc1)Nc1nc2ccc(Br)cc2s1	-20.3
CC(Oc1ccccc1)C(=O)Nc1cc(C(N)=O)cc(C(N)=O)c1 (centres undefined)	-0.5
CN(C)c1ccc(/C=C2\SC(=S)N(C(Cc3ccccc3)C(=O)O)C2=O)cc1 (centres undefined)	-15.6
COc1ccc(/C(N)=N/OC(=O)COc2ccc(C)cc2Br)cc1OC	-6.8
C/C(=C\C(=O)c1ccccc1)Nc1cc(F)c(F)cc1N	-13.3
O=c1c(Oc2ccccc2Br)coc2cc(O)ccc12	4.8

18 of the compounds above, in CSV form.
mol,DUSP3 inh
COC(=O)C1=C(C)NC(=O)CC1c1cc([N+](=O)[O-])ccc1Cl (centres undefined),-6.5
COc1cc(NC(=O)c2cccnc2)ccc1NC(=O)c1ccco1,3.5
Cc1cccc(/C=N/N2CCN(Cc3ccccc3Cl)CC2)c1,-10.3
CN1CCc2c(sc(N)c2C(=O)OC(C)(C)C)C1,-0.6
Cc1ccccc1NC(=O)c1ccc(C)c(S(=O)(=O)Nc2cccc([N+](=O)[O-])c2)c1,17.5
O=C(c1ccncc1)N1CCN(Cc2cccc(Oc3ccccc3)c2)CC1,3.1
CC(C)c1nc2c(c3c1[nH]c1ccccc13)C(=O)CC(C)(C)C2,-1.6
O=C(Cn1c2ccccc2c(=O)c2ccccc21)N/N=C/c1cc([N+](=O)[O-])ccc1N1CCCCC1,-12.4
COc1cccc(C2C(C(=O)OCCc3ccccc3)=C(C)NC3=C2C(=O)CC(C)(C)C3)c1 (centres undefined),-10.5
O=c1oc(-c2ccccc2)nc2sc3c(c12)CCCC3,-12.5
CCN(C(=O)c1ccc(OC)cc1)c1ccccc1,-2.4
CCCCN(CC)c1cnn(-c2ccccc2)c(=O)c1N,2.5
O=C(Nc1ccccc1C(=O)O)c1ccc(N2C(=O)C3C4C=CC(C4)C3C2=O)cc1 (centres undefined),2.6
Cc1occc1C(=O)N/N=C/c1ccc(Cl)cc1,4.5
COc1cc(OC)cc(C(=O)N2CCN(c3ccccc3)CC2)c1,-34.3
O=C(Nc1ccc(NS(=O)(=O)c2cccc(S(=O)(=O)c3ccccc3)c2)cc1)c1ccccc1,-13.7
COC(=O)C1=C(C)NC2=C(C(=O)CCC2)C1c1ccc(OCc2ccc([N+](=O)[O-])cc2)c(OC)c1 (centres undefined),3.7
Cc1nc2ccccc2n1Cc1ccc(Br)cc1,-29.2

Further records follow.
SMILES	DUSP3 inh
COC(=O)c1c(NC(=O)/C=C/c2ccco2)sc2c1CCC(C)C2 (centres undefined)	5.3
Cc1sc(NC(=O)C2CC2c2ccccc2)nc1-c1ccccc1 (centres undefined)	-15.7
COc1ccc(-c2nnc(-c3ccccc3)o2)cc1OC	-90.4
COc1cc([N+](=O)[O-])ccc1NC(=O)c1cc(-c2ccccc2)nc2ccccc12	7.3
CCOC(=O)CCNC(=O)c1ccccc1Cl	-5.0
CC(=O)Nc1ccc2sc(C)nc2c1	4.0
Cc1cc(C)c2[nH]c(O)c(N=NC(=O)c3cccc([N+](=O)[O-])c3)c2c1	-12.3
Cc1onc(-c2ccccc2Cl)c1C(=O)N1CCN(C(=O)c2ccco2)CC1	-2.3
Nc1nonc1-c1ncc(-c2ccc(Br)cc2)nn1	1.6
FC(F)(F)C(Oc1nc(Nc2ccc(Cl)cc2)nc(N2CCOCC2)n1)C(F)(F)F	-9.5
CCN(CC)c1ccc(/C=C(\C#N)c2nn(CCO)c(N)c2C#N)cc1	-19.3
COc1cc(NC(=O)c2ccccc2Br)c2ncccc2c1	-17.6
COc1ccccc1C(=O)N1CCN(S(=O)(=O)c2ccccc2)CC1	2.1
Cc1ccc(Br)cc1S(=O)(=O)NCc1ccco1	-2.2
COc1ccc(NC(=S)NC(=O)c2cccs2)cc1	-8.1
Cc1ccc(C(=O)Nc2ccccc2)cc1S(=O)(=O)Nc1ccc(NC(=O)c2ccccc2)cc1	-0.8
O=C(Nc1ccccc1)c1ccc2ccccc2n1	12.9
Cc1ccc(C)c(OCCCCN2CCCC2)c1C	-15.2
COC(=O)c1ccc(/C=C/C(=O)c2ccc(Cl)cc2)cc1	5.1
Cc1ccc(-n2nc3cc(C)c(NC(=O)c4oc5ccccc5c4C)cc3n2)cc1	-9.8
O=[N+]([O-])c1ccc(CN2CCN(Cc3cc(Br)ccc3O)CC2)cc1	11.6
C=C(C)c1cccc(C(C)(C)NC(=O)Nc2ccc(C(=O)N3CCOCC3)cc2)c1	7.4
O=C(NCc1cccnc1)c1ccc2ccccc2c1	3.8
O=C(Nc1ccccc1C(=O)N1CCN(Cc2ccccc2)CC1)c1ccccc1F	2.1
COc1ccccc1NC(=O)c1ccc(N(Cc2ccccc2)S(C)(=O)=O)cc1	-23.5
Cc1cc(C)c(NS(=O)(=O)c2cccc3c2C(=O)c2ccccc2C3=O)c(C)c1	-11.3
CCc1cc(=O)oc2cc(OCc3ccccc3Cl)ccc12	-3.6
COc1cc(/C=C2\C(=O)NC(=S)N(c3ccc(F)cc3)C2=O)ccc1O	21.4
N#C/C(=C/Nc1ccc(F)cc1)c1nc(-c2ccccc2)cs1	-18.4
C=C(Br)Cn1c(COc2ccccc2)nc2ccccc21	-4.2
COc1cccc(NC(=O)C2COc3ccccc3O2)c1 (centres undefined)	4.1
CCn1c(/C=N/NC(=O)c2ccccc2)nc2ccccc21	1.6
Cc1cc(C)c(NC(=O)Cn2cnc3c2c(=O)n(C)c(=O)n3C)c(C)c1	-30.9
COc1cc(OC)c(OC)cc1CN1CCN(C(=O)c2ccc(OC)c(OC)c2)CC1	5.4
CCOC(=O)c1c(NC(=O)c2cccc(OC)c2)sc2c1CCC2	-20.1
COc1ccc(NC(=O)CN(c2ccccc2)S(=O)(=O)c2ccccc2[N+](=O)[O-])c(OC)c1	-7.4
Brc1ccc(Sc2nc3ccccc3[nH]2)cc1	-10.2
CCOc1ccccc1NC(=O)c1c(NC(=O)c2ccccc2F)sc2c1CCC(C)C2 (centres undefined)	-9.6
COc1cccc(N2C(=O)C=C(C)C2=O)c1	-0.1
COc1ccc(C)cc1NC(=O)COc1ccc(Cl)cc1C	-1.6
CCOc1ccc(Nc2nc(O)c(C3=c4cc(Br)ccc4=NC3=O)s2)cc1	-13.5
COc1ccc(COCC(O)CN2CC(C)OC(C)C2)cc1OC (centres undefined)	-14.3
CCc1ccc(-c2cc(C(=O)N3CCN(c4cccc(Cl)c4)CC3)c3ccccc3n2)cc1	-31.4
O=C(NCCO)c1ccc(CSc2nc3sc4c(c3c(=O)[nH]2)CCCC4)cc1	-9.1
O=C(COc1ccc(Cl)cc1)N1CCN(C2CCCCCC2)CC1	0.9
CCOc1ccc(C(=O)COC(=O)c2cccc(I)c2)cc1	5.4
CC(C)(C)c1cc(/C=N/Nc2nnc3c(n2)[nH]c2ccccc23)cc(C(C)(C)C)c1O	-16.0
O=C(/C=C\c1ccccc1)Nc1ccc2nn(-c3ccc(F)cc3)nc2c1	4.2
CN(C)c1ccc(NS(=O)(=O)c2ccccc2[N+](=O)[O-])cc1	-3.2
Cc1ncc(C[n+]2csc(CCOC(=O)CC34CC5CC(CC(C)(C5)C3)C4)c2C)c(N)n1	-5.0
O=C(CSCC(=O)Nc1ccc([N+](=O)[O-])cc1)Nc1ccccc1	-16.2
O=C1CC(N2CCN(c3ccc(Cl)cc3)CC2)C(=O)N1c1ccc(F)cc1 (centres undefined)	5.2
COc1cc(Br)c(/C=N/Nc2ccc(Br)cc2)cc1OC	7.2
COc1ccc(NS(=O)(=O)c2ccc(F)cc2)c([N+](=O)[O-])c1	-12.7
O=C(O)C1CCCCC1C(=O)Nc1nc(-c2ccc([N+](=O)[O-])cc2)cs1 (centres undefined)	-2.3
COC(=O)c1nnn(-c2cc3nccnc3cc2F)c1C(=O)OC	-11.1
CCCOc1ccc(N2C(=O)CC(N3CCC(C(N)=O)(N4CCCCC4)CC3)C2=O)cc1 (centres undefined)	3.6
Cc1ccc(C(=O)NCc2ccc(S(N)(=O)=O)cc2)cc1C	-20.3
CCCCSc1nc2ccccc2c(=O)n1-c1cccc(C)c1	-16.4
CCOc1ccccc1/C=C1/C(=O)NC(=O)N(c2ccc(C)cc2)C1=O	-5.0

The list goes on, overlapping the part above by 2 compounds.
SMILES	DUSP3 inh
CCCCSc1nc2ccccc2c(=O)n1-c1cccc(C)c1	-16.4
CCOc1ccccc1/C=C1/C(=O)NC(=O)N(c2ccc(C)cc2)C1=O	-5.0
O=C(c1cccc(Br)c1)N1CCN(c2ccc(Cl)cc2[N+](=O)[O-])CC1	15.1
CCn1nc(C(C)C(=O)O)c2ccccc2c1=O (centres undefined)	-32.3
CC(=Nc1ccncc1)C1=C(O)CC(C)(C)CC1=O	-4.3
CN1C(=O)NC(=O)/C(=C/c2ccc(O)c(Br)c2)C1=O	3.3
O=C(Nn1cnnc1)c1ccc(F)cc1	-1.4
Cc1ccc(S(=O)(=O)Oc2ccc(/C=C3\SC(N)=NC3=O)cc2)cc1	-20.6
Nc1cccc(-c2nnc(-c3ccccc3)o2)c1	10.0
Cc1ccc(-c2nc3sc4c(c3c(=O)[nH]2)CCCC4)cc1	8.5
Cc1ccc(N(CC(=O)O)S(=O)(=O)c2ccccc2)c(C)c1	12.3
Cc1cc(=O)[nH]c(SCC(=O)Nc2ccc(S(N)(=O)=O)cc2)n1	-4.8
CSCCC1NC(=S)N(c2ccccc2)C1=O (centres undefined)	-10.2
O=C1C(=O)N(CN2CCOCC2)c2ccc(Br)cc21	-11.5

These rows are one share of the data; count on the stated rates, not on these rows.
